Screening data from PubChem.
PfGluPho inh – PfG6PD (Plasmodium falciparum) enzyme inhibition. PfGluPho enzyme, NADPH resazurin-diaphorase fluorescence. inhibition, % at 20 µM. hit rate 0.78% among 350,000;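 active means inhibition reaching at least a set limit at 20 µM in the primary screen, cut at about 59% in these data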;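 further: 0% = DMSO wells with substrate and 100% = DMSO wells lacking glucose-6-phosphate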
SENP8 block – SENP8 (human) protease inhibition. inhibition, % at 20 µM. hit rate 0.64% among 360,000. Q96LD8. recombinant SENP8, Nedd8 substrate fluorescence; in the data active means inhibition mostly above about 40%, no sharp cut-off; inactive means mostly below about 27%
Target sequence (Q96LD8 whole entry, looked up): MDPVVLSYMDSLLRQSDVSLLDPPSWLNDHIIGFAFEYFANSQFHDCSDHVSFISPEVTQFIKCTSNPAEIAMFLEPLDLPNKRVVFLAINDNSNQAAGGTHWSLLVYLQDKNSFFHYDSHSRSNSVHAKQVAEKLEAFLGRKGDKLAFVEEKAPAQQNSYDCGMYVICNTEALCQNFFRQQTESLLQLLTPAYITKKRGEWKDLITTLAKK
SENP6 block – inhibitors of human SENP6 protease; Recombinant SENP6 catalytic domain, aminoluciferin luminescence; Q9GZR1; hit rate 1.8% among 330,000; inhibition, % at 10 µM;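 active means inhibition above about 50% at the single tested dose, limit read from the data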;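 further: plate controls were DMSO wells with enzyme for no effect and DMSO wells lacking enzyme for full effect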
ATG4B inh – ATG4B (human) cysteine protease inhibition. Q9Y4P1. ATG4B cleavage of LC3-PLA2, NBD-HPC fluorescence, 1 h. inhibition, % at 8.33 µM. hit rate 0.51% among 340,000. AID 504462; in the data active means inhibition above about 40%
MPTP block – blocks calcium-induced mitochondrial swelling; isolated mouse mitochondria, Ca2+ swelling absorbance, 30 min; inhibition, % at 10 µM; hit rate 1.4% among 360,000; AID 602449;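 active means inhibition of 50% or more, scaled per plate between neutral and stimulator controls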;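 further: 0% = DMSO wells given calcium and 100% = 1 mM EGTA wells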
hIAP activ – human IAP activation; AID 2524; P09923; hit rate 0.16% among 330,000; activation factor at 10 µM; purified human IAP, CDP-Star luminescence, 30 min; active compounds read high; 1 = vehicle-only enzyme, 0 = enzyme-free background;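 active means activation factor of the enzyme at least 2-fold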; further: the source names both 10 and 20 µM as test concentration; values of inactives mirror those of a sister screen read the other way
Target sequence (P09923 whole entry, looked up): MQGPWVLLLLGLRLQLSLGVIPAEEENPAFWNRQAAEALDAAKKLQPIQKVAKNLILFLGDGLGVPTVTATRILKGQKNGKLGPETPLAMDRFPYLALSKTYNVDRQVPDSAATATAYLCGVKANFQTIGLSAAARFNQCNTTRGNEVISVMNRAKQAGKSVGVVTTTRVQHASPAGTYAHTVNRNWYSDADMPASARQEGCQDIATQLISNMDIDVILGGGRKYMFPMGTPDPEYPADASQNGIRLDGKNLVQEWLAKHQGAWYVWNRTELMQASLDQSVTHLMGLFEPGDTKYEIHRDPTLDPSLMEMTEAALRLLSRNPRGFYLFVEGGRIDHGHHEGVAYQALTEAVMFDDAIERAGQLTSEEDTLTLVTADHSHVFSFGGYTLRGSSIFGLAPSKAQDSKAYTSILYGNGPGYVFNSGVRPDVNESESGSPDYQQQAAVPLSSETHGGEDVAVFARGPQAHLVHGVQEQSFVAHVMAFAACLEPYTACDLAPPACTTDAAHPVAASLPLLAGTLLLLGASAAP
NR3A LBD binder – modulates the human NR3A ligand-binding domain | AID 1259313 | NR3A LBD differential scanning fluorimetry, Tm shift; 0% = protein alone, 100% = glycine-bound protein | hit rate 2.5% among 340,000 | Tm shift relative to glycine control, % at 25 µM;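 active means melting temperature shift of at least 10% of the positive control shift, at one fixed dose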
SENP1 inh – inhibitors of human SENP1 SUMO protease catalytic domain. inhibition, % at 10 µM. recombinant SENP1 catalytic domain, CyPet-SUMO1-YPet FRET cleavage. hit rate 0.21% among 360,000. Q9P0U3. AID 624204;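 active means inhibition at least 30% at 10 µM, raw YFP signal under a set limit, fluorescence ratio 0.5 to 1.5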;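 further: 0% = enzyme with DMSO and 100% = no enzyme wells; some results filed as inactive read as strong as hits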
Target sequence (Q9P0U3 419-644 limits assumed): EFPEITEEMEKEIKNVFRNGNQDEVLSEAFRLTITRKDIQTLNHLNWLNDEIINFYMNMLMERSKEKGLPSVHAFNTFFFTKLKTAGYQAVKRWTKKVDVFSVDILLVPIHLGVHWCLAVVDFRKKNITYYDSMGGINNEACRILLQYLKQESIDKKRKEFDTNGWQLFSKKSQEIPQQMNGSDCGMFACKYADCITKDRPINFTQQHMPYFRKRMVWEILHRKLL
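Test system: human SENP1 catalytic domain; medium: Tris pH 8 buffer plus EDTA, NaCl, BME, BSA, NP40, catalase; incubation: 50 min reaction at room temperature; technique: FRET, CFP and YFP emission; controls: no-enzyme low control and enzyme-plus-DMSO high control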
* = called active by the depositor; nt = no result given.

1: Cc1cc(C)cc(NC(=S)NC(=O)Cc2ccccc2)c1
2: CC(=O)c1cccc(OCc2cc(C(=O)N3C[C@H]4CC[C@H]3C4)no2)c1
3: O=C(Nc1nnc(CC(c2ccccc2)c2ccccc2)s1)c1ccco1
4: Cc1ccc(-c2csc3nc[nH]c(=S)c23)cc1C
5: Cc1ccc(S(=O)(=O)N(C)C)cc1NC(=O)CN1C(=O)NC2(CCCCCCC2)C1=O
6: O=C(Cn1nc([N+](=O)[O-])nc1Br)NC1CCCCC1
7: Cn1cccc1C1C(C#N)=C(N)OC2=C1C(=O)CCC2 (configuration not stated)
8: Cc1cccc(NC(=O)NC2CCCc3ccccc32)c1 (configuration not stated)

compound no.	1	2	3	4	5	6	7	8
PfGluPho inh	17	-14	-24	10	-22	16	-1	14
SENP8 block	24	0	17	6	4	27	4	6
SENP6 block	-8	33	3	6	5	-9	-24	-3
ATG4B inh	9	-1	6	-2	2	2	0	39
MPTP block	-5.4	-0.4	3.9	0.6	-1.0	-0.5	1.7	0.8
hIAP activ	0.89	1.1	0.98	1.2	1.2	0.9	0.81	0.93
NR3A LBD binder	-2	1	2	-15	0	0	0	2
SENP1 inh	4	4	2	3	2	2	-20	0

The closing 2 entries of the part before open the next one.
7: Cn1cccc1C1C(C#N)=C(N)OC2=C1C(=O)CCC2 (configuration not stated)
8: Cc1cccc(NC(=O)NC2CCCc3ccccc32)c1 (configuration not stated)
9: Cc1ccc(S(=O)(=O)Nc2cc(=O)[nH]c(SCC(=O)Nc3ccccc3C(F)(F)F)n2)cc1
10: CC(C)Oc1cccc(C(=O)C2CCCN(C(=O)c3noc4c3CCCC4)C2)c1 (configuration not stated)
11: COc1cccc(/C=c2\s/c(=C\C(=O)C(C)(C)C)[nH]c2=O)c1
12: Cc1ccc(NC(=O)Cn2c(=O)n(CCCC(=O)NCc3ccco3)c(=O)c3ccccc32)cc1
13: COc1ccc(NC(=O)NNC(=O)c2ccc(-c3ccccc3)cc2)c(OC)c1
14: COc1ccc(CCNC(=O)COc2cc(=O)n(C)c3ccccc23)cc1OC
15: C=CCNC(=O)CN1CCC(n2nnc3cc(C(F)(F)F)ccc32)CC1
16: CC(=O)NN1C(=O)c2ccc(Oc3ccc([N+](=O)[O-])cc3)cc2C1=O

compound no.	7	8	9	10	11	12	13	14	15	16
PfGluPho inh	-1	14	-5	8	-5	-9	-13	9	8	-26
SENP8 block	4	6	6	8	-23	16	7	0	-7	15
SENP6 block	-24	-3	-1	11	-11	-2	2	-13	7	-34
ATG4B inh	0	39	-1	8	-8	-2	-7	-8	-12	-1
MPTP block	1.7	0.8	0.1	4.0	7.0	2.2	0.1	0.1	0.8	-0.3
hIAP activ	0.81	0.93	0.97	1.1	1.1	0.93	1.3	0.83	1.1	1.2
NR3A LBD binder	0	2	-1	-10	2	-3	-1	-4	-1	-3
SENP1 inh	-20	0	-1	0	-19	2	2	2	0	7

Laid out differently: twelve of the compounds above.
Under each structure – PfGluPho inh, SENP8 block, SENP6 block, ATG4B inh, MPTP block, hIAP activ, NR3A LBD binder, SENP1 inh
[5] Cc1ccc(S(=O)(=O)N(C)C)cc1NC(=O)CN1C(=O)NC2(CCCCCCC2)C1=O
  -22, 4, 5, 2, -1.0, 1.2, 0, 2
[6] O=C(Cn1nc([N+](=O)[O-])nc1Br)NC1CCCCC1
  16, 27, -9, 2, -0.5, 0.9, 0, 2
[7] Cn1cccc1C1C(C#N)=C(N)OC2=C1C(=O)CCC2 (configuration not stated)
  -1, 4, -24, 0, 1.7, 0.81, 0, -20
[8] Cc1cccc(NC(=O)NC2CCCc3ccccc32)c1 (configuration not stated)
  14, 6, -3, 39, 0.8, 0.93, 2, 0
[9] Cc1ccc(S(=O)(=O)Nc2cc(=O)[nH]c(SCC(=O)Nc3ccccc3C(F)(F)F)n2)cc1
  -5, 6, -1, -1, 0.1, 0.97, -1, -1
[10] CC(C)Oc1cccc(C(=O)C2CCCN(C(=O)c3noc4c3CCCC4)C2)c1 (configuration not stated)
  8, 8, 11, 8, 4.0, 1.1, -10, 0
[11] COc1cccc(/C=c2\s/c(=C\C(=O)C(C)(C)C)[nH]c2=O)c1
  -5, -23, -11, -8, 7.0, 1.1, 2, -19
[12] Cc1ccc(NC(=O)Cn2c(=O)n(CCCC(=O)NCc3ccco3)c(=O)c3ccccc32)cc1
  -9, 16, -2, -2, 2.2, 0.93, -3, 2
[13] COc1ccc(NC(=O)NNC(=O)c2ccc(-c3ccccc3)cc2)c(OC)c1
  -13, 7, 2, -7, 0.1, 1.3, -1, 2
[14] COc1ccc(CCNC(=O)COc2cc(=O)n(C)c3ccccc23)cc1OC
  9, 0, -13, -8, 0.1, 0.83, -4, 2
[15] C=CCNC(=O)CN1CCC(n2nnc3cc(C(F)(F)F)ccc32)CC1
  8, -7, 7, -12, 0.8, 1.1, -1, 0
[16] CC(=O)NN1C(=O)c2ccc(Oc3ccc([N+](=O)[O-])cc3)cc2C1=O
  -26, 15, -34, -1, -0.3, 1.2, -3, 7

(continued)
17: CCCCOCCCNS(=O)(=O)Cc1ccccc1
18: CC(=O)Nc1ccc(S(=O)(=O)NCC(=O)NC(C)c2ccc(S(N)(=O)=O)cc2)cc1 (configuration not stated)
19: CCCC(=O)Nc1nc(C)c(-c2csc(Nc3cc(OC)ccc3OC)n2)s1
20: O=P(O)(O)c1ccccc1OCCOCCOCCOCCOc1ccccc1P(=O)(O)O
21: O=C(NC(=S)Nc1ccc2c(c1)OCCO2)c1cccc(Br)c1
22: CCOC(=O)c1cc(-c2ccccc2)sc1NC(=O)c1ccc(OC)c(OC)c1
23: COc1ccc2nc(Cl)c(C#N)cc2c1
24: O=C(N[C@@H](Cc1ccccc1)C(=O)OCc1ccccc1)c1nc[nH]c1C(=O)NC(c1ccccc1)c1ccccc1

compound no.	17	18	19	20	21	22	23	24
PfGluPho inh	-8	-5	7	-6	13	78*	1	18
SENP8 block	1	30	-150	9	4	-441	-43	0
SENP6 block	9	-3	-7	-5	48	17	-9	5
ATG4B inh	4	14	-18	-1	-11	-4	-1	-1
MPTP block	1.3	-0.3	0.3	-1.6	2.4	-2.8	1.7	-0.5
hIAP activ	0.92	1	0.94	1.1	1.2	1.1	0.92	1.3
NR3A LBD binder	0	-1	0	1	-7	-1	0	-4
SENP1 inh	-4	4	-6	2	0	-5	-13	3

25: CC(C)(C)OC(=O)N1CCC(C(=O)N[C@@H](Cc2ccccc2)C(=O)O)CC1
26: COc1ccc(C)c2sc(N(CCCN(C)C)C(=O)c3ccc(S(=O)(=O)N4CCc5ccccc5C4)cc3)nc12
27: Cc1ccc(S(=O)(=O)N(C)C)cc1NC(=O)C1CCCCN1S(=O)(=O)c1ccccc1 (configuration not stated)
28: O=C(CCC(=O)N1CCSc2ccccc21)NCc1ccc(Cl)cc1
29: CC(=O)c1cccc(NC(=O)CCCCCn2nnc3ccccc3c2=O)c1
30: O=C(/C=C/c1ccccc1)NCCc1c[nH]c2ccccc12
31: CC1=CCC2C(=O)N(c3nc4ccccc4n3C)C(=O)C2C1 (configuration not stated)
32: Cc1ccc(OCCNc2ccc(S(=O)(=O)N3CCCC3)cn2)cc1

compound no.	25	26	27	28	29	30	31	32
PfGluPho inh	7	13	0	12	4	24	-3	-1
SENP8 block	20	14	3	2	16	7	16	9
SENP6 block	-23	nt	-13	-14	-28	-21	9	-12
ATG4B inh	6	-1	-9	-3	-10	-12	-9	-9
MPTP block	11	96*	-0.4	0.4	-0.7	2.3	0.8	-0.5
hIAP activ	1.1	nt	1.1	1.1	0.98	1.1	1	1.1
NR3A LBD binder	-1	-14	1	-2	0	6	3	0
SENP1 inh	0	-1	2	0	-1	-5	-1	0

33: O=C(CSc1nnc(-c2ccc(F)cc2)c2ccccc12)NCC1CCCO1 (configuration not stated)
34: COc1ccc(CCN(C)C(=O)COc2ccc(N(C)S(=O)(=O)c3ccc(C)cc3)cc2)cc1OC
35: CC1=C(C(=O)Nc2ccc(F)cc2)C(c2cccc(C)c2)n2nc(CCCO)nc2N1 (configuration not stated)
36: COc1ccc(CNC(=O)C[C@H]2C(=O)N(Cc3ccc(OC)cc3)C[C@@H]2Cc2ccccc2)cc1
37: CCCNC(=O)Cn1c(=O)oc2cc(S(=O)(=O)N3CCCC3)ccc21
38: O=C(CCSCCC(=O)NCc1cccs1)NCc1cccs1
39: Cc1nn(CCC(=O)NNC(=S)Nc2ccc(F)cc2)c(C)c1[N+](=O)[O-]
40: O=C(c1ccc(Nc2cccc(C(F)(F)F)c2)nc1)N1CCCC1

compound no.	33	34	35	36	37	38	39	40
PfGluPho inh	-2	10	-2	-5	15	-23	13	-9
SENP8 block	1	0	26	11	9	37	0	-164
SENP6 block	2	-3	2	-7	19	0	1	11
ATG4B inh	3	-4	7	4	-3	-9	5	7
MPTP block	-1.8	2.4	-1.2	0.3	-1.8	3.0	-0.3	0.6
hIAP activ	0.8	0.99	0.85	1.2	0.98	1.1	1.7	1
NR3A LBD binder	0	0	4	3	0	1	-2	-2
SENP1 inh	7	2	1	2	2	0	-2	-3

41: CCc1nnc(NS(=O)(=O)c2ccc(N/C=C\C(=O)c3cccc(OC)c3)cc2)s1
42: CC(=O)c1cc2ccc(O)cc2oc1=O
43: O=C1N=C(N2CCOCC2)S/C1=C1\C(=O)N(Cc2ccccc2)c2ccccc21
44: O=C(CCCOc1ccccc1)NN1C(=O)NC2(CCCCC2)C1=O
45: Cc1cccc(C)c1NC(=O)CCCSc1nnc(-c2ccc(F)cc2)n1-c1ccccc1
46: CC1CCCCC1NC(=S)NC(=O)c1cccs1 (configuration not stated)
47: O=C(CCc1ccc(O)c(O)c1)NNC(=S)NCCc1ccccc1
48: Cc1ccc(NC(=O)C(c2ccccc2)c2ccccc2)c(O)c1
49: CCS(=O)(=O)c1nc(S(=O)(=O)c2ccc(C)cc2)c(NCCCN(C)C)s1
50: COc1cccc(N(CC(=O)NCc2ccco2)C(=O)CCC(=O)Nc2nccs2)c1
51: Cc1cc(C)c(S(=O)(=O)c2cccc(C)c2C)c(=O)[nH]1

compound no.	41	42	43	44	45	46	47	48	49	50	51
PfGluPho inh	-42	-17	-6	-3	-2	29	-21	-20	-3	-8	-8
SENP8 block	-222	-422	16	16	-44	25	19	10	2	24	-59
SENP6 block	36	14	48	8	-12	3	-13	4	-13	-25	-21
ATG4B inh	4	-8	3	4	22	6	-5	6	-7	3	4
MPTP block	-2.5	0.9	6.0	-0.8	1.3	1.6	0.5	2.6	0.4	-0.3	-2.2
hIAP activ	0.96	1.1	1	1	1.3	0.87	1.2	0.94	1.1	0.96	1
NR3A LBD binder	-15	-1	3	-2	-2	0	1	-4	-2	-4	-2
SENP1 inh	-123	-34	0	2	0	3	0	0	-3	0	0
